Screens from PubChem.
zfTRPN1 agonist = activates the zebrafish TRPN1 channel. HEK293 zebrafish TRPN1-YFP, Fluo-8 calcium fluorescence; 100% = response to 87 µM carbachol. activation, % at 3 µM. 220,000 tested, 0.18% active;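 active = activation above its plate's cutoff, the mean activation of test wells on that plate plus 3 SD, cut at about 19% in these data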;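 also: 0% = DMSO alone and 100% = 87 µM carbachol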
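Control set: carbachol 87 µM as high control, DMSO as low control; system: HEK293 stable line with zebrafish TRPN1-YFP; read-out: % activation versus carbachol response; detection: intracellular calcium fluorescence with Fluo-8; doses: single test compound dose, 3 µM nominal, 0.3% DMSO; schedule: dye 1 h 37 °C plus 30 min RT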
TbHK1 inh = T. brucei hexokinase 1 inhibition | 220,000 tested, 0.11% active | AID 1430 | inhibition, % at 10 µM | recombinant TbHK1, G6PDH-coupled NADH A340;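 active = inhibition of 50% or more in the single-dose primary screen; inactive = inhibition below 50%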
PPC-1+TRAIL kill = PPC-1 cancer cell killing with TRAIL present. PPC-1 cells + TRAIL, ATPLite viability luminescence. cell killing (% activity), % at 4 µM. 220,000 tested, 0.41% active. AID 1443;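 active = cell killing above 50% in the first pass at 4 µM, then a duplicate retest at 5 µM averaging 50% or more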;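 also: plate controls were cells with TRAIL plus DMSO for no effect and medium-only wells lacking cells for full effect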
m-calpain inh = blocks pig calpain II enzyme activity. inhibition, % at 16 µM. 220,000 tested, 0.37% active. AID 1236. purified calpain II, fluorogenic peptide substrate, 30 min;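 active = inhibition above about 50%, limit read from the data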
TRPML3 ag = human mucolipin-3 channel agonism; AID 1448; 220,000 tested, 0.29% active; activation, % at 3 µM; Q8TDD5; HEK293 TRPML3-YFP, Fluo-8 calcium fluorescence; 100% = the carbachol control signal;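 active = activation above its plate's cutoff, the mean activation of the plate's test wells plus 3 SD, cut at about 12% in these data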;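 also: 0% = DMSO only wells and 100% = carbachol wells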
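Test system: TRPML3-YFP stable HEK293 cells. Doses: single point at 3 µM. Incubation: dye loading 1 h 37 °C then 30 min ambient, 125 s read. Signal: Fluo-8 calcium dye fluorescence, ex 470-495, em 515-575 nm. Measure: percent activation from peak-to-basal fluorescence ratio, scaled between DMSO and carbachol.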
thrombin 1536 = blocks human thrombin protease activity. P00734. inhibition, % at 5 µM. 220,000 tested, 0.26% active. AID 1046. alpha-thrombin, Boc-VPR-AMC fluorogenic substrate cleavage;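 active = inhibition at or above 40%; inactive = inhibition below 40%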;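 also: 0% = enzyme with no compound and 100% = wells without enzyme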
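Test system: human alpha-thrombin protein / Dosing: one concentration per compound, 5 µM, with 0.2% DMSO / Medium: pH 7.5 Tris-saline with Tween 20 / Benchmarks: no-compound enzyme wells and no-enzyme blanks / Read-out basis: percent inhibition of thrombin substrate cleavage / Timing: reaction at room temperature / Measured by: fluorescence, ex 355 nm, em 460 nm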
KCC2 mod = modulates chloride dependent transport by human KCC2. Q9H2X9. KCC2 cells, thallium flux FluoZin-2 fluorescence. B-score of Tl+ flux slope (higher = more flux/activation; lower = inhibition) at 10 µM. 190,000 tested, 2.2% active. AID 1456;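 active = thallium flux slope and its plate-corrected score both differing from the plate sample mean at a set confidence after two filtering rounds, in either direction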;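 also: slope of fluorescence scaled to starting intensity during 10 to 20 s after thallium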
EBV gp42 inh = blocks Epstein-Barr virus glycoprotein 42 binding. Q1HVG2. Fluorescence polarization binding assay, mP read-out. inhibition, % (tested at 21.74 µM). 220,000 tested, 0.42% active. AID 1085; in the data active = inhibition above about 50%
Target sequence (Q1HVG2 whole entry, looked up): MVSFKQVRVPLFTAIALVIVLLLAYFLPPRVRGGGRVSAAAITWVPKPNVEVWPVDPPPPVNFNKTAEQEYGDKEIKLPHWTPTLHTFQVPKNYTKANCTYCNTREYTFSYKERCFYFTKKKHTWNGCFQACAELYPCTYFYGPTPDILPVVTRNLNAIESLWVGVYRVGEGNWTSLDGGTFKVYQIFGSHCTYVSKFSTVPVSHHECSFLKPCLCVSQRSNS
Furin inhibitor = human furin inhibition | P09958 | 220,000 tested, 0.061% active | inhibition, % at 30 µM | purified furin, fluorogenic substrate cleavage; in the data active = inhibition above about 25%; also: inactives centre near -15
Target sequence (P09958 108-714 limits assumed): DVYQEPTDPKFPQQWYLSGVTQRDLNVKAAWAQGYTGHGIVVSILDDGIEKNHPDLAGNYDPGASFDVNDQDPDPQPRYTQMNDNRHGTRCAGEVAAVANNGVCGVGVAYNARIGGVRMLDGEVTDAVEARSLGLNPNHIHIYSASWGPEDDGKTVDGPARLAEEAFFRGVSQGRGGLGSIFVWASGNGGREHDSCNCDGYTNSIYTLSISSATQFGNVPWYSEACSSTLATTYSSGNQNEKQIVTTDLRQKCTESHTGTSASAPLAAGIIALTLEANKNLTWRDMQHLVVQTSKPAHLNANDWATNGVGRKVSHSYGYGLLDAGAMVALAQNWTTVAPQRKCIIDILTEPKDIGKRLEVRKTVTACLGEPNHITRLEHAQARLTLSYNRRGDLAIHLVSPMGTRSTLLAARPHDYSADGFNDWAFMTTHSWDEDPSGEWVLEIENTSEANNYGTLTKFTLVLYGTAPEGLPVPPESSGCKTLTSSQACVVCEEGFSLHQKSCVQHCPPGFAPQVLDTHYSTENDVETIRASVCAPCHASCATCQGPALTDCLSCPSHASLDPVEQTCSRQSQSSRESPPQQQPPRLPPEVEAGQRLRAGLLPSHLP
The depositor's hits bear a star; i = inactive; x = not tested or not shown; [ ] = another dose, or the depositor's remark.

SMILES	zfTRPN1 agonist	TbHK1 inh	PPC-1+TRAIL kill	m-calpain inh	TRPML3 ag	thrombin 1536	KCC2 mod	EBV gp42 inh	Furin inhibitor
Clc1ccc(-c2csc3ncnc(N4CCc5ccccc5C4)c23)cc1	-0.8	-4	2	37	-0.3	-1	-0.9	-5	-11
C=C(C(=O)c1ccccc1)C(CC(=O)c1ccccc1)c1ccccc1 (stereo not drawn)	-0.4	2	5	-20	0.9	4	-0.84	-3	-13
CCOC(=O)/C(C#N)=C\c1cn(C)c2ccccc12	0.2	-8	4	7	0.0	-1	-0.08	-11	-10
COc1cc(O)c(C(CC(=O)N2CCCC(C)C2)c2ccc3c(c2)OCO3)c(OC)c1 (stereo not drawn)	x	-3	6	-4	x	-4	0.001	-15	-17
O=C(NCC(=O)N(Cc1ccccc1)C(C(=O)NC1CCCC1)c1cccnc1)c1ccco1 (stereo not drawn)	0.1	-5	8	-5	0.1	-3	0.85	-18	-22[20 µM]
Cn1c(-c2ccc(C=O)s2)nc2ccccc21	-0.6	-41	8	i	-0.1	-5	-1.9	-3	-8[20 µM]
CCn1c(SCC(=O)N(C(C)C)C(C)C)nnc1-c1cc2ccccc2cc1O	2.9	2	18	-4	0.7	-4	-0.74	-6	8
O=C(CSc1ncnc2sccc12)Nc1ccccc1	-0.6	2	6	-11	-0.7	-8	-0.91	-5	-22
CSc1sc(C(=O)Nc2ccc(F)cc2F)c2c1C=CCC2	-0.3	-17	12	-21	-0.3	-4	0.19	-6	-18
Cn1c(=O)oc2cc(S(=O)(=O)N3CCCc4ccccc43)ccc21	0.4	-2	10	10	0.3	-3	1.1	-4	-11
CCCCNC(=S)Nc1cc(S(=O)(=O)N2CCCCC2)ccc1C	2.5	-2	3	12	0.9	-5	-1.2	-1	-17
COc1ccc(C(=O)C2CCCN(C(=O)C3=CCCC3)C2)cc1OC (stereo not drawn)	0.4	-9	-5	-3	0.0	-6	-1	-10	-20
CCCCNC(=O)c1cnc2n(c1=O)CCS2	0.6	-5	20	-2	0.1	-3	0.97	-3	-14[20 µM]
CCN(CCCNc1ncnc2nc[nH]c12)c1cccc(C)c1	2.4	11	33	-12	0.6	-10	-1.4	-2	-27
COc1ccc(CNC(=O)CN(C2CCCCC2)S(C)(=O)=O)cc1	-1.0	37	9	3	0.9	0	-0.11	-13	-19
COc1ccc(OCC2c3cc(OC)c(OC)cc3CCN2C(=O)C(C)C)cc1 (stereo not drawn)	-1.7	-3	8	-4	0.1	-8	-0.97	-3	-25
Nn1c(Cc2ccccc2F)nnc1SCn1nnc2ccccc2c1=O	-1.3	-4	14	13	-0.2	0	-1.1	-3	-20
NS(=O)(=O)c1cc(C(=O)NCCOc2ccccc2)c(Cl)cc1Cl	-2.0	-3	12	4	0.2	0	-2.9	-3	-18
Cc1c([N+](=O)[O-])c2ccc(O)cc2n1-c1ccccc1	-1.8	5	-1	-23	-0.7	-3	0.57	-6	-34
CCOC(=O)c1cc(-c2csc(Nc3c(C)cc(C)cc3C)n2)on1	-0.1	-4	2	-22	-1.3	2	0.02	1	-38
CC(C)(C)c1ccc(/C=C/C(=O)Nc2ncccn2)cc1	-1.1	-7	16	-9	-0.1	-3	-0.68	-9	-25
Cc1cc([N+](=O)[O-])ccc1NCc1cccc2ccccc12	0.6	3	x	x	-0.8	x	-0.28	x	-30[20 µM]
Cc1ccc(C(=O)Oc2oc(-c3ccccc3)nc2C=Nc2ccc(N(C)C)cc2)cc1	1.1	-23	56*	-30	0.1	4	i	-130	-6
Cc1nnc(Nc2ccccn2)c2ccccc12	2.1	-14	6	-22	1.1	1	0.045	-9	-17
O=C(Cn1ncc(Cl)c(Cl)c1=O)N1CCc2ccccc21	-1.1	1	31	-12	-0.2	-2	x	11	-28
Cc1nn(-c2ccccc2)c(=O)c2noc(C)c12	0.5	-7	8	15	0.6	-4	-0.042	-4	-6
CC(C)(C)NS(=O)(=O)c1ccc(NC(=O)Cc2ccccc2[N+](=O)[O-])cc1	1.8	-4	-19	-9	1.7	x	-0.19	-15	-6
Clc1cccc(Cl)c1/C=N\Nc1nccs1	0.6	-7	11	6	0.0	-5	x	2	5
Cc1[nH]c(=O)[nH]c(=O)c1NC(=O)CSc1ncccc1-c1nc2ccccc2[nH]1	1.8	4	18	11	1.0	1	-0.28	-10	-14
N=c1sccn1CC(=O)Nc1cc(S(=O)(=O)N2CCCC2)ccc1Cl	1.6	2	15	0	0.2	x	0.28	-14	-27
CCc1nnc(SCC(=O)Nc2ccc(N3CCOCC3)cc2)o1	0.2	-4	17	-7	1.1	3	0.55	-1	-2[20 µM]
COc1ccc(NC(=O)N(CCc2ccccc2)Cc2cc3c(C)cc(C)cc3[nH]c2=O)cc1	-3.1	-11	11	-30	-0.5	1	x	59*	-21[20 µM]
Cn1nc(C(=O)NCc2ccc(F)cc2)c2ccccc2c1=O	-0.3	2	x	25	-0.3	1	0.77	-24	-22
O=C1NCC(=O)N(Cc2ccccc2)/C1=C/c1ccccc1	0.7	0	2	-11	1.9	-13	1.5	-12	-16
Cc1ccc(SCC(=O)Nc2c(Br)cnn2C)cc1	3.4	-4	-10	-14	2.3	-15	1.5	-13	-23
CCC(=O)Nc1c(C(=O)Nc2cccc(OC)c2)oc2ccccc12	-1.9	-9	24	-1	-1.6	3	x	1	-15
Nc1nc(N)nc(-c2ccccc2-c2nc(N)nc(N)n2)n1	-1.2	0	21	-5	0.1	4	1.2	-6	-9
CCCC1(C(=O)OCC)NC(c2ccco2)C2C(=O)N(C)C(=O)C21 (stereo not drawn)	-0.9	2	-1	-5	0.7	-9	0.35	-13	-24
COc1ccc(OC)c(C2=Nn3c(nnc3-c3cc(OC)c(OC)c(OC)c3)SC2)c1	-1.1	-10	1	2	-1.0	-2	-1.3	-3	-8
CCOC(=O)c1ccc(NC(=O)CSc2nnc(-c3cccs3)n2C)cc1	0.4	4	12	-12	0.2	-2	-0.4	-17	-20[20 µM]

Brought forward from above: five compounds, followed by the next part.
SMILES	zfTRPN1 agonist	TbHK1 inh	PPC-1+TRAIL kill	m-calpain inh	TRPML3 ag	thrombin 1536	KCC2 mod	EBV gp42 inh	Furin inhibitor
CCC(=O)Nc1c(C(=O)Nc2cccc(OC)c2)oc2ccccc12	-1.9	-9	24	-1	-1.6	3	x	1	-15
Nc1nc(N)nc(-c2ccccc2-c2nc(N)nc(N)n2)n1	-1.2	0	21	-5	0.1	4	1.2	-6	-9
CCCC1(C(=O)OCC)NC(c2ccco2)C2C(=O)N(C)C(=O)C21 (stereo not drawn)	-0.9	2	-1	-5	0.7	-9	0.35	-13	-24
COc1ccc(OC)c(C2=Nn3c(nnc3-c3cc(OC)c(OC)c(OC)c3)SC2)c1	-1.1	-10	1	2	-1.0	-2	-1.3	-3	-8
CCOC(=O)c1ccc(NC(=O)CSc2nnc(-c3cccs3)n2C)cc1	0.4	4	12	-12	0.2	-2	-0.4	-17	-20[20 µM]
Cc1c(O)ccc2c3c(c(=O)oc12)CCCC3	-1.9	-14	7	i	0.1	-4	0.35	-9	-16[20 µM]
Cc1ccc(S(=O)(=O)N2CCN(CC(=O)N/N=C\c3cccnc3)CC2)cc1	0.8	-5	-38	34	0.6	11	-0.085	-12	-19
COC(=O)c1cc(NC(=O)c2cc(-c3ccc(Cl)cc3)oc2C(F)(F)F)ccc1N1CCOCC1	0.8	-9	10	-52	0.7	1	-0.33	-14	-4
Cc1c2c(=O)n(-c3nc4ccccc4s3)nc-2cc(O)n1Cc1ccccc1	1.8	-8	9	-14	-0.2	-4	0.42	-29	-8
O=C(Cn1cccc1C(=O)c1ccccc1)NCc1ccccc1	-0.7	-8	9	-23	0.1	3	-0.083	-12	-7[20 µM]
O=C(NCCc1ccccc1)C(=O)NCC1CCNCC1	-0.4	12	8	17	0.6	3	0.21	-3	-13
O=C(O)CC(CNS(=O)(=O)c1cccc2nsnc12)c1ccccc1 (stereo not drawn)	-2.2	-9	20	4	-0.2	-6	1.9	-16	-9
Cc1nn(C)cc1C(C(=O)NC1CCCCC1)N(C(=O)Cc1cccs1)c1ccc(C(C)C)cc1 (stereo not drawn)	2.1	-7	-2	15	-0.3	4	x	-19	-17[20 µM]
O=C(N/N=C/c1ccc(-c2cccc([N+](=O)[O-])c2)o1)c1ccc([N+](=O)[O-])cc1	-0.4	-1	-10	-50	0.7	-4	1.9	-8	0
CC(=O)Nc1nc2ccccc2n1Cc1ccccc1	0.5	1	-3	-5	0.3	-3	-0.19	-9	-20[20 µM]
Cc1cc2ncn(-c3ncnc4sc5c(c34)CCCC5)c2cc1C	-0.8	3	25	9	-0.2	0	x	-20	-11[20 µM]
NC(=S)N/N=C\c1ccc(-c2cccc(Cl)c2Cl)o1	-1.7	-8	-2	12	-1.0	1	0.33	-24	-9[20 µM]
CCC1=C(OC(=O)N(CC)CC)N2C(=O)OC(=NCC(=O)OC)[C@]2(Cc2ccccc2)[C@H]2C1=CC[C@H]1C(=O)NC(=O)[C@H]12	x	-9	6	-8	x	38	-1.1	-22	-26
Fc1ccc(-c2nc3c(-c4ccc(F)cc4)cnn3cc2CCN2CCOCC2)cc1	2.4	-16	0	29	1.3	-3	0.021	-1	-12
CCOC(=O)c1ccc(NC(=O)CN(C)S(=O)(=O)c2ccc(OC)cc2)cc1	0.8	3	4	13	-0.2	-3	0.84	10	-13[20 µM]
O=C(NCc1ccco1)c1cccn2c(=O)c3sccc3nc12	-0.7	-19	x	x	-0.2	x	-1.7	x	-26[20 µM]
O=C1C=C(c2ccccc2)CC(c2cccs2)C1n1cnc([N+](=O)[O-])c1 (stereo not drawn)	-0.6	-11	4	-4	-0.2	2	-0.54	-4	-9[20 µM]
O=C(NCCc1ccc(F)cc1)c1ccc([N+](=O)[O-])cc1	-0.9	-9	26	-29	-0.5	3	-0.47	-6	-23
CCn1nnc(-c2ccccc2NS(=O)(=O)c2ccc(C(=O)OC)cc2)n1	-0.2	28	47	12	0.8	-5	-0.26	-4	-26
O=C(O)C1CCCCC1C(=O)NCCc1ccc(Cl)cc1 (stereo not drawn)	3.2	12	18	-3	0.6	4	-0.88	-10	-23[20 µM]
CCC(C(=O)Nc1ncn[nH]1)(C(F)(F)F)C(F)(F)F	0.5	-8	13	-38	0.5	0	-0.15	7	-26
Cc1nn(C(C)C)c(C)c1CN1CCCC(CCC(=O)NCc2ccccc2F)C1 (stereo not drawn)	0.7	1	12	-9	0.2	0	-0.11	-2	-41
CC(=O)Nc1ccc(N2C(C(C)=O)=NN(c3ccccc3)C2c2cccs2)cc1 (stereo not drawn)	2.8	-7	12	-46	1.3	1	-0.41	-7	-9[20 µM]
c1cnc2c(C3NCCc4c3[nH]c3ccccc43)cccc2c1 (stereo not drawn)	1.1	12	13	5	0.6	0	-0.39	-9	-25
CC1CCN(CCCOc2ccc(OCc3ccccc3)cc2)CC1	0.1	3	18	-21	0.9	-1	x	-12	-14
C[C@H](NC(=O)c1nc[nH]c1C(=O)NCc1ccc(CNC(=O)OC(C)(C)C)cc1)C(=O)OC(C)(C)C	-0.9	-1	15	35	0.1	1	-0.59	-3	-21
